# Assay outcomes: PubChem, several laboratories
# RmlCD inh mix = RmlC and RmlD coupled enzyme inhibitors, primary screen, biochemical, 384-well, compound mixtures, retest. RmlC/RmlD coupled enzyme inhibition, 384-well mixture HTS. inhibition, % at 5.5 µM. actives 0.39% (n = 110,000); in the data active = inhibition above about 30%, passing the limit was not always enough; also: strong numbers were not always called active
# RT RNaseH block = HIV-1 RT RNase H inhibitors, primary screen, biochemical, fluorescence; Gag-Pol polyprotein (Human immunodeficiency virus type 1 group M subtype B (isolate …; RT-RNase H RNA/DNA duplex cleavage; inhibition, % at 10 µM; actives 1.9% (n = 65,000); in the data active = inhibition above about 50%
# An asterisk follows results filed as active; · = not tested or not shown. An excerpt (hit frequency here may not be typical).
# Below each compound – RmlCD inh mix	RT RNaseH block
O=C(NCc1ccccn1)C1CCN(S(=O)(=O)N2CCCCC2)CC1
 : 12	-1
Cc1ccc(Cl)cc1N1CCN(S(C)(=O)=O)CC1
 : 13	·
CN(C)C(=O)c1cc([N+](=O)[O-])cc([N+](=O)[O-])c1N(C)C
 : -13	·
COc1ccc(C(=O)OCCc2ccc(O)cc2)cc1
 : -15	·
CN(c1ccc(O)cc1)c1nc(-c2ccccc2)cs1
 : ·	-22
Cc1ccc(-n2nnnc2SCC(=O)c2cc(C)n(-c3cc(C)on3)c2C)c(C)c1
 : 12	-13
O=C1c2ccccc2C(=O)N1CCCc1nc2ccccc2c(=O)n1-c1cccnc1
 : 5	-14
COc1ccccc1/C=C1/C(=N/O)C2CCN1CC2
 : -8	-5
O=c1oc2ccccc2cc1-c1csc(Cc2nc(-c3ccc(Br)cc3)cs2)n1
 : 5	·
O=C(NCc1ccccc1)c1cccc(COc2cccc(Cl)c2)c1
 : 2	·
Cc1ccc(Nc2cc(C)nc(-c3ccccc3O)n2)cc1
 : -26	·
Cc1cc(=O)n2[nH]cc(C(=O)O)c2n1
 : 7	·
Cn1c(Cn2c(=O)sc3ccccc32)nnc1SCC(=O)Nc1cccc(F)c1
 : 10	-6
CCOC(=O)NC(=O)CN1C(=O)NC(C)(c2ccccc2)C1=O (centres undefined)
 : -11	0
COc1ccc(NC(=O)/C=C/c2cc(Br)ccc2OC)cc1
 : 5	·
COC(C[C@H](O)CC(=O)[C@H](C)OCc1ccccc1)OC
 : 4	·
COC(=O)Cc1c(C)nc2nc(-c3ccco3)[nH]n2c1=O
 : -8	-2
COc1ccc(-c2cc(C(F)F)n3ncc(C(=O)N4CCN(C)CC4)c3n2)cc1
 : -3	·
O=C(Nc1ccc(F)cc1F)N1CCN(C/C=C/c2ccccc2)CC1
 : -7	-8
Cc1ccc(NC(=S)NC(=O)c2ccc(-c3ccccc3)cc2)cc1
 : -11	·

# Some of these compounds in order of formula weight, highest first.
# Below each compound – RmlCD inh mix	RT RNaseH block
Cn1c(Cn2c(=O)sc3ccccc32)nnc1SCC(=O)Nc1cccc(F)c1
 : 10	-6
COc1ccc(-c2cc(C(F)F)n3ncc(C(=O)N4CCN(C)CC4)c3n2)cc1
 : -3	·
O=C(Nc1ccc(F)cc1F)N1CCN(C/C=C/c2ccccc2)CC1
 : -7	-8
CCOC(=O)NC(=O)CN1C(=O)NC(C)(c2ccccc2)C1=O (centres undefined)
 : -11	0

# Following part
# Below each compound – RmlCD inh mix	RT RNaseH block
CCC(=O)Nc1c2c(nn1-c1ccc(OC)cc1)CS(=O)C2 (centres undefined)
 : -13	-6
Cc1ccnc(NC(=O)c2ccc([N+](=O)[O-])o2)c1
 : -9	·
CN(C(=O)c1cccc(C#N)c1)c1nnc(-c2ccncc2)s1
 : 32	-6
CC(=O)OC1=Cc2c(ccc3ccc(=O)oc23)OC1(C)C
 : 34	·
COc1cc(NC(=O)C23CC4CC(C2)CC(n2nnc(C)n2)(C4)C3)c(OC)cc1Cl
 : -13	2
Cc1coc(NC(=O)CSc2nc(-c3ccncc3)cc(C(F)(F)F)c2C#N)n1
 : -7	10
COc1ccc(NC(=O)CC2C(=O)N(c3ccc(Cl)cc3)C(=S)N2CCc2ccncc2)cc1 (centres undefined)
 : -13	·
O=C(c1cc(N2CCCCC2)nc2ccccc12)N1CCOCC1
 : -7	4
Cc1cc2cc(CNC(=O)c3ccc(Br)o3)ccc2n1C
 : -11	8
CC(=O)Nc1c(Cl)n(C(C)=O)c2ccccc12
 : 30	-6
COC(=O)c1sccc1NC(=O)CSc1ccc(Cl)cc1
 : -5	·
COCCNC(=O)c1onc(CSc2ccc(F)cc2)c1C(=O)NCCOC
 : 48	·
CCOc1ccccc1Nc1nc(N2CCCC2)nc(N2CCOCC2)n1
 : -17	·
Cc1nn(CCOc2ccccc2)c(=O)n1-c1ccccc1F
 : 58	·
Cn1c(Cn2c(=O)sc3ccccc32)nnc1SCC(=O)Nc1cccc(Cl)c1
 : -6	5
Cc1nc(CS(=O)(=O)c2ccccc2)cc(Sc2ccc(Cl)cc2Cl)n1
 : -12	·
Cc1nc(-c2ccc(NS(C)(=O)=O)cc2)cs1
 : 3	-9
O=C(CSc1nn(-c2ccc(Cl)cc2)c(=S)s1)N1CCN(C(=O)c2ccco2)CC1
 : -16	0
Clc1ccc(/C=C/c2nc3ccccc3[nH]2)c(Cl)c1
 : -230	·
COc1cccc(C(=O)n2cnnc2N)c1OC
 : 6	-5

# One compound at a time, as listed above.
# `COC(=O)c1sccc1NC(=O)CSc1ccc(Cl)cc1` is listed as RmlCD inh mix = -5; RT RNaseH block = ·
# `COc1cc(NC(=O)C23CC4CC(C2)CC(n2nnc(C)n2)(C4)C3)c(OC)cc1Cl` is listed as RmlCD inh mix = -13; RT RNaseH block = 2

# Continued.
# Below each compound – RmlCD inh mix	RT RNaseH block
CCOC(=O)c1cc(NC(=O)C2C3CCC(O3)C2C(=O)O)cc(C(=O)OCC)c1 (centres undefined)
 : -10	·
C=CCN1CCN(C(CC(C)C)c2nnnn2CCOC)CC1 (centres undefined)
 : -12	-18
COc1cc2cc(CN(CCO)S(=O)(=O)c3ccccc3)c(=O)[nH]c2cc1OC
 : 19	·
COC(=O)COc1cccc(-n2cnnn2)c1
 : -10	-8
CCCn1c(SCC(=O)Nc2ccccc2N2CCOCC2)nc2c1c(=O)n(C)c(=O)n2C
 : -1	·
Cc1ccc2c(CNCc3ccco3)cc(=O)oc2c1
 : -28	-6
CC(C)c1ccc(CN2CC(C(=O)O)CC2=O)cc1 (centres undefined)
 : -7	·
Cc1nc(C)n(C(C)CC(=O)O)n1 (centres undefined)
 : 8	-9
CC(C)(C)c1ccc(/C([O-])=C(/C(=S)NCc2ccco2)[n+]2ccccc2)cc1
 : -9	·
COc1ccc(C(=O)OCCN2CCOCC2)cc1OC
 : 41	-3
CCCn1c(=O)c(C(=O)NCc2cccnc2)c(O)c2ccccc21
 : -8	-44
Cc1[nH]c2ccc(F)cc2c(=O)c1SC(F)(F)C(F)F
 : -16	9
COc1cccc(NC(=O)n2nc(N)cc2-c2ccc(Cl)cc2)c1
 : -8	5
CC1CCC2(CC1)NC(=O)N(Cc1nc(-c3ccccc3)no1)C2=O (centres undefined)
 : -12	1
Cc1ccc2c(c1)N(CC(=O)N1CCCCCC1)C(=O)CO2
 : -11	-14
Oc1ccc(N=Cc2ccc(O)c(O)c2)cc1
 : -4	50
CCC(=O)Nn1c(C)nnc1C
 : 7	-17
CCC(Sc1nncn1C)C(=O)Nc1nnc(-c2ccc(Cl)cc2)s1 (centres undefined)
 : 8	-2
O=C(O)c1cnn2c(C(F)(F)F)cc(-c3ccccc3)nc12
 : 11	·
CCNC(=O)CN(c1ccc(C)cc1)S(=O)(=O)c1ccccc1
 : -12	·

# Four of the compounds above, field by field:
canonical_smiles: CCCn1c(=O)c(C(=O)NCc2cccnc2)c(O)c2ccccc21
  RmlCD inh mix = -8	RT RNaseH block = -44

canonical_smiles: Cc1[nH]c2ccc(F)cc2c(=O)c1SC(F)(F)C(F)F
  RmlCD inh mix = -16	RT RNaseH block = 9

canonical_smiles: COc1cccc(NC(=O)n2nc(N)cc2-c2ccc(Cl)cc2)c1
  RmlCD inh mix = -8	RT RNaseH block = 5

canonical_smiles: CC1CCC2(CC1)NC(=O)N(Cc1nc(-c3ccccc3)no1)C2=O (centres undefined)
  RmlCD inh mix = -12	RT RNaseH block = 1

# Later entries
# Below each compound – RmlCD inh mix	RT RNaseH block
COC(=O)c1ccc(NC(=O)CN2CCN(c3ccccc3C)CC2)cc1
 : 9	·
Cc1ccnc(SCCn2c(N3CCC(C)CC3)nc3c2c(=O)n(C)c(=O)n3C)n1
 : 6	5
O=C(NNC(=O)c1cc(OCC(F)(F)F)ccc1OCC(F)(F)F)c1ccc(Cl)c(Cl)c1
 : -80	·
Cc1ccc(C)c(NC(=O)CN(C)S(=O)(=O)c2ccc(F)cc2)c1
 : 8	2
CCCNC(=O)c1cc(SC)ccc1Cl
 : ·	7
O=c1c2ccccc2nnn1CSc1nnc(Nc2ccccc2)s1
 : 5	13
CCOC(=O)c1ccc(NC(=O)C(=O)NCC2CCCO2)cc1 (centres undefined)
 : 9	·
Cc1cnc(C(=O)OCC(=O)NCCc2ccccc2)cn1
 : 33	·
CC1(C)C(c2cccs2)=[N+]([O-])C2(CCCCC/C2=N\NC(N)=O)N1O (centres undefined)
 : -6	·
COC(=O)CNC(=O)c1cccs1
 : -14	·
O=C(NC1CCCCC1)c1ccc(Cn2cc(Br)cn2)o1
 : -11	-5
Cn1c(SCCC(=O)O)nnc1-c1ccncc1
 : 6	·
CC1CCCCC12NC(=O)N(Cn1nnc3ccccc3c1=O)C2=O (centres undefined)
 : -38	-3
CN(C(=O)c1ccncc1)C1CC(C)(C)N(O)C(C)(C)C1
 : 12	0
CCCCCCOc1ccc(OCC(O)CN2C(=O)NC(C)(C)C2=O)cc1 (centres undefined)
 : 0	-14
COc1nc(C#N)c(N2CCOCC2)o1
 : 1	-3
CCCCn1nc(CC(=O)O)c2ccccc2c1=O
 : -287	-7
O=C(COC(=O)c1cc(S(=O)(=O)N2CCOCC2)c(Cl)cc1Cl)Nc1ncc(C(F)(F)F)cc1Cl
 : 4	·
COc1ccc(C2C3=C(CC(C)(C)CC3=O)Nc3c2c(=O)[nH]c(=O)n3Cc2ccccc2)cc1OC (centres undefined)
 : 2	5
Cn1c(=O)c2c(nc(-n3ccnc3)n2Cc2ccc(Cl)cc2Cl)n(C)c1=O
 : 1	-10
COc1ccccc1Nc1nc(N)nc(CN2CCOCC2)n1
 : -9	-5
Cc1occc1C(=O)Nc1nn[nH]n1
 : -19	-5
NC(=O)c1cccc(S(=O)(=O)N2CC(c3ccccc3)CC2=O)c1 (centres undefined)
 : -12	-1
COc1ccc(C(=O)OCC(=O)Nc2ccc(F)c(F)c2)cc1OC
 : 8	·
COc1ccc(C)cc1NC(=O)C1CCCN1S(=O)(=O)c1ccc2c(c1)CCC(=O)N2 (centres undefined)
 : -18	6
Cn1c(SCc2ccc(F)cc2)nnc1-c1cccs1
 : -2	-58
CC(C)CCn1c(-c2nonc2N)nc2ccccc21
 : 5	·
Cc1cccc(NC(=O)C2CCN(S(=O)(=O)c3cccs3)CC2)n1
 : -9	-4
CC(C)C(=O)Nc1cccc(NC(=S)NC(=O)C(c2ccccc2)c2ccccc2)c1
 : 6	·
COc1cccc(C2=NOC(C(=O)NCc3ccccc3)C2)c1 (centres undefined)
 : ·	-3
c1ccc(CN2C3=NCCCN3c3ccccc32)cc1
 : 6	-4
COC(=O)c1cc(OC)ccc1-c1ccc(OC)cc1
 : -1	·
CCCCN(C)C(=O)CSc1nc(NCc2ccc(OC)cc2)c2ccccc2n1
 : 6	·
O=C(Nc1ccccc1C(=O)N1CCOCC1)c1ccncc1
 : 5	-5
COc1ccccc1NC(=O)CNC(=O)c1ccc(F)cc1
 : -44	3
COc1cc(C(=O)Oc2c(CN3CCOCC3)cc(Cl)c3cccnc23)cc(OC)c1OC
 : ·	-10
COc1cccc(C2C3(C#N)C(N)=NC(OC)(OC)C23C#N)c1 (centres undefined)
 : 12	·
Cc1ccc(C)c(-n2c(SCC(N)=O)nnc2-c2ccccn2)c1
 : 7	-6
Cc1ccc2[nH]c(C)c(CC(=O)O)c2c1
 : -9	·
CCOc1cccc(-c2nn3c(-c4ccccn4)nnc3s2)c1
 : -10	-7
CCOC(=O)C1=C(N)N(c2ccc(N3CCCCC3)cc2)C(=O)C1
 : -6	-5
CCNc1nc(NC(C)C)nc(NS(=O)(=O)c2ccc(Cl)cc2)n1
 : 2	3
Cc1coc(C)c1C(=O)CC1(O)C(=O)N(CCc2ccccc2)c2ccccc21 (centres undefined)
 : 8	-4
NC(=S)Nc1cnc2ccccc2c1
 : 20	·
CCN(CC)S(=O)(=O)c1ccc2c(c1)c(=O)c(C(=O)NCCOC)cn2C
 : 7	-6
COCCn1c(COc2ccc(Cl)cc2)nnc1SCC(N)=O
 : -9	-7
COc1ccc(CNC(=O)CSc2ncnc3nc[nH]c23)cc1
 : -15	0
